# D2 agonist: activates the human D2 dopamine receptor; HEK293 T-REx D2 cells, calcium flux agonist mode; activation, % at 2 µM; 340,000 tested, 0.53% active;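 active = activation over 3 SD above normal in the single-dose calcium agonist read, cut at about 30% in these data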; also: 0% is about no effect
# Target sequence (P14416 whole entry, looked up): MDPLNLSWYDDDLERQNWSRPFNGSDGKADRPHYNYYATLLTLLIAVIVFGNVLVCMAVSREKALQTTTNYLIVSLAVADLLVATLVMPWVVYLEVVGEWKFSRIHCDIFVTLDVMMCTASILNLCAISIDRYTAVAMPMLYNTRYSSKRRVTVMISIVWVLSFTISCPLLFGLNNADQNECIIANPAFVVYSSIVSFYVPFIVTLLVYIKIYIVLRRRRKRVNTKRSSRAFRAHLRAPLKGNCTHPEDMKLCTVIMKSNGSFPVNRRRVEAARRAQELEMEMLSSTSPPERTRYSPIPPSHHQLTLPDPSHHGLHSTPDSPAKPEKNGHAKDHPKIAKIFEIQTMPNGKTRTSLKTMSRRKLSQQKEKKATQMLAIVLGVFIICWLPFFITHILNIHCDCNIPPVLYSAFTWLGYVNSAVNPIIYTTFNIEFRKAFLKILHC
#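 Tetracycline-induced HEK293 T-REx cells with force-coupled D2 receptor, plated overnight at 30 C, loaded with no-wash calcium dye. After a 10 s baseline, compound was pin-added and calcium flux read kinetically for 180 s; calcium rises flagged agonists.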
# D2 potentiator: positively modulates the human D2 dopamine receptor allosterically. potentiation, % at 10 µM. 340,000 tested, 0.34% active. AID 485347. P14416. HEK293 T-REx D2, calcium flux, EC20 dopamine potentiation;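 active = potentiation over 3 SD above the plate norm, cut at about 30% in these data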; also: 0% is about no effect
#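 Calcium flux readout, no-wash dye, 1 read/s. Inducible HEK293 Trex D2 line, overnight 30 C. Compound alone 180 s (agonist flags), then EC20 dopamine, another 180 s to score potentiation.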
# RXFP1 antag: blocks the human relaxin receptor RXFP1. Q9HBX9. HEK293-RXFP1, relaxin-stimulated cAMP HTRF, 30 min; active compounds read low. activity change, negative = inhibition, % at 57.5 µM. 350,000 tested, 0.59% active. AID 1259400;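 active = activity change of -60% or lower, but not beyond a set lower limit; inconclusive = change between -60% and -40%, or beyond the set limit; inactive = change above -40%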; also: % is scaled to controls: 0 for no effect and ±100 for the full control effect
# D1 antag: human D1 dopamine receptor antagonism; P21728; HEK293 TREx D1 cells, calcium flux, dopamine EC80; active compounds read low; activity change, negative = inhibition, % at 10 µM; 360,000 tested, 3.2% active; AID 504652; in the data active = activity change below about -30%; also: % is scaled to controls: 0 for no effect and ±100 for the full control effect
#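 Cells carrying a force-coupled, tetracycline-inducible human D1 receptor report calcium flux. Each well gets a 10 s baseline, compound with 180 s monitoring, then an EC80 dopamine stimulus with a second 180 s kinetic read.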
# TRHR enhancer: TRH receptor (human) allosteric enhancement; enhancement, % at 2 µM; TRHR cells, fluo-8 calcium fluorescence, EC20 TRH enhancement; P34981; 360,000 tested, 0.66% active; AID 493056; in the data active = enhancement above about 30%; also: 0% is about no effect
# Target sequence (P34981 whole entry, looked up): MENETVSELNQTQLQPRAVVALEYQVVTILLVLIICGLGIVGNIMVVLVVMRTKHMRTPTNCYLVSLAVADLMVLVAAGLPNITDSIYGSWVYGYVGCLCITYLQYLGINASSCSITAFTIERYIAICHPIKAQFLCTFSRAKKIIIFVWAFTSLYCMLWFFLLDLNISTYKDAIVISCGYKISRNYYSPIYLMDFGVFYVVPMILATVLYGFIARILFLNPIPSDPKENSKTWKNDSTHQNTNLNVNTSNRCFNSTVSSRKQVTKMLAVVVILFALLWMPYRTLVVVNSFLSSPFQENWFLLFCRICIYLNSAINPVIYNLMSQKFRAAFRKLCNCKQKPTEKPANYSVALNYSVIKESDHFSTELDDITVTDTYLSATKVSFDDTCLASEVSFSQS
#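 TRHR-expressing cells loaded with fluo-8 calcium dye were read kinetically (ex 480/em 530) during compound addition, then stimulated with an EC20 of TRH (10 nM final). Enhancement of the Gq-mediated intracellular calcium response was scored.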
# D1 ag: human D1 receptor agonism. P21728. HEK293 T-REx D1 cells, calcium flux, agonist mode. activation, % at 2 µM. 360,000 tested, 1% active. AID 504660; also: 0% is about no effect
#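 Inducible HEK293 T-REx D1 cells, force-coupled to calcium signalling, were plated at 4000 cells/well with tetracycline and held overnight at 30 C. After no-wash calcium dye loading, compound-evoked calcium rise over 180 s flagged agonists.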
# D2 antagonist: antagonists of human D2 dopamine receptor; P14416; HEK293 TREx D2 cells, calcium flux, dopamine EC80; inhibition, % at 10 µM; 340,000 tested, 2% active; AID 485344; in the data active = inhibition above about 30%; also: 0% is about no effect
#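 Compounds are added to dye-loaded, induced HEK293 T-REx cells coupled to calcium release via D2; after a 3 min kinetic read an EC80 dopamine stimulus is given and fluorescence is recorded for 3 more min.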
# TRHR agonist: agonists of human TRH receptor; AID 493084; TRHR cells, calcium flux fluo-8, FDSS agonist mode; activation, % at 2 µM; P34981; 360,000 tested, 0.18% active; also: 0% is about no effect
#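 Agonist-mode FDSS calcium read (Ex 480/Em 530, 1 s cycles) in 1536-well TRHR cells with fluo-8 dye, after 10-cycle baseline and 23 nL compound addition; TRH at EC20 (10 nM final) added afterwards for the enhancer phase.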
# D1 PAM: human D1 dopamine receptor positive modulation | P21728 | HEK293 TREx D1 cells, calcium flux, dopamine EC20 potentiation | potentiation, % at 10 µM | 360,000 tested, 0.036% active; in the data active = potentiation above about 30%; also: 0% is about no effect
# Numbers without * were called inactive; u = inconclusive; x = not tested or not shown; & = joins results of further samples. Rule as the data show it, unless noted: active = activation above about 30%; inactive = the rest.
# Order of values – RXFP1 antag	D2 antagonist	D2 potentiator	TRHR agonist	TRHR enhancer	D2 agonist	D1 antag	D1 ag	D1 PAM
- Cn1c(=O)c2sccc2n2c(CCCC(=O)NC3CCN(Cc4ccccc4)CC3)nnc12
  -9	19	11	0.4	7	0.0	-4	3	3
- CCOC(=O)C1CCCN(C(=O)c2ccc([N+](=O)[O-])c(C)c2)C1 (configuration not stated)
  15	-20	-12	-0.1	3	-0.1	-6	3	3
- CCN(CC)S(=O)(=O)c1cc(-c2nnc(Nc3ccc(OC)c(C(N)=O)c3)c3ccccc23)ccc1C
  -9	x	1	-1.1	-3	-1.5	-14	-2	-1
- N#C/C(=C\c1ccccc1O)C(=O)Nc1ccccn1
  1	3	5	0.6	-1	-0.7	15	1	1
- Cc1cc(C)n(Cc2n[nH]c(=S)n2Cc2ccccc2)n1
  -15	1	0	-1.1	12	-0.1	11	1	9
- COc1ccc(NC(=S)Nc2ccc(F)cc2)cc1
  2	-6	1	-0.1	-1	0.3	-20	4	-5
- COc1ccc(NC(=S)NCc2ccc(F)cc2)c(OC)c1
  4	0	-3	-0.8	-5	0.6	-31*	4	-17
- Cc1cccc(CNC(=O)C2CCC(=O)N(CCc3cccc(F)c3)C2)n1 (configuration not stated)
  -38	-12	-4	0.2	7	0.6	4	0	-1
- O=C(CC(=O)NC1CCCCC1)N/N=C/c1ccccc1[N+](=O)[O-]
  8	-1	4	-0.1	-4	0.2	-10	-2	-1
- CC(C)(C)NC(=O)NC(=O)CN1CCN(S(=O)(=O)c2ccc3c(c2)CCCC3)CC1
  -12	-20	8	-0.8	5	-1.8	-2	8	-2
- COc1ccccc1-c1cnn2c(NCc3ccccc3)cc(C)nc12
  13	-2	6	0.2	0	0.4	3	1	-1
- S=c1[nH]nc(-c2ccco2)n1-c1cccc2ccccc12
  -31	-8	-25	0.2	4	-0.6	21	-2	1
- CCCCN(CC)C(=O)c1cc2cc3ccc(OC)cc3nc2o1
  -16	-17	12	-0.3	2	-1.6	7	0	-1
- Cc1sc2ncn(CC(=O)NCCCC(=O)NCc3ccc(F)cc3)c(=O)c2c1C
  29	19	12	0.2	-9	1.4	3	0	-3
- Cc1nc(SCc2ccc([N+](=O)[O-])cc2)nc2ccccc12
  3	-2	6	-0.4	5	-0.4	5	10	2
- O=[N+]([O-])c1ccc(NC(=S)NCC(c2cccnc2)N2CCOCC2)cc1 (configuration not stated)
  -6	-1	-14	0.5	-1	0.3	7	2	2
- Nn1cc(-c2ccccc2)nc1SCC(=O)N1CCN(S(=O)(=O)c2ccc3ccccc3c2)CC1
  -18	10	-7	0.4	7	1.3	16	2	-5
- Cc1oc(C(C)(C)C)cc1C(=O)Nc1ccc(N2CCOCC2)cc1
  -5	-5	-13	0.6	-2	-1.4	-10	2	-1
- COc1ccc(CCNC(=O)c2cnc(Cl)c(Cl)c2)cc1
  -10	2	9	-0.6	-7	-0.1	2	4	6
- Cc1cccc(NC(=O)COC(=O)CNC(=O)C2CCCCC2)c1
  -5	-7	17	-0.5	3	-0.1	-12	2	-8
- COc1cccc(C(=O)Nc2cccc(OCC(=O)O)c2)c1
  13	34*	4	0.0	-2	1.7	-4	2	2
- N#CCC(=O)Nc1ccc(C(=O)OCC(=O)C23CC4CC(CC(C4)C2)C3)cc1
  -28	0	12	1.2	3	1.2	5	1	3
- O=C(c1cc2cc(Cl)ccc2[nH]1)N1CCN(c2ccccn2)CC1
  -8	-9	2	-0.1	3	2.6	5	1	-6
- O=C(NCCC1=CCCCC1)c1ccc2c(c1)N(Cc1cccc(Cl)c1)C(=O)c1ccccc1S2=O (configuration not stated)
  1	x	x	0.3	0	0.2	1	5	-7
- CCCN(C(=O)COC(=O)c1cc(CC)c(C)s1)c1c(N)n(Cc2ccccc2)c(=O)[nH]c1=O
  -17	-13	-5	0.7	15	2.0	24	2	7
- CCCCn1c(N)c(N(CCOC)C(=O)c2c(CC)noc2C)c(=O)[nH]c1=O
  5	-12	-1	0.2	-1	0.3	10	-1	-5
- O=C1NC(=Nc2ccc(O)cc2)S/C1=C/c1ccco1
  -61*	4	-5	0.6	-3	-0.5	-37*	0	-9
- CC(=O)Nc1ccccc1OC(=O)N1CCOCC1
  12	12	-5	1.4	-3	-0.2	-4	3	0
- COc1ccc(S(=O)(=O)N(CC(=O)NCC2CCCO2)c2ccccc2)cc1OC (configuration not stated)
  -6	10	2	-0.2	-6	0.0	5	0	-4
- COc1ccc(OCC2NCCc3cc(OC)c(OC)cc32)cc1 (configuration not stated)
  -12	9	9	1.4	1	0.4	-9	7	-3
- COc1cc(S(=O)(=O)N2CC(=O)Nc3ccccc32)ccc1NC(C)=O
  5	-6	-3	-0.1	5	1.4	-2	0	-7
- Cc1ccc(C)c(N=Cc2ccc(-c3ccc([N+](=O)[O-])cc3)o2)c1
  u	17	4	-0.2	6	8.0	23	2	-6
- Cc1cc(O)c(C(C)C)cc1NC(=O)c1cccc(Cl)c1
  2	-11	-15	0.0	6	-1.3	-10	-2	-5
- Cc1c(C(=O)O)oc2ccc(S(=O)(=O)N3CC(C)CC(C)C3)cc12 (configuration not stated)
  -9	21	3	-0.8	-2	-0.4	24	2	-2
- CCCCN(CC)CCNC(=S)Nc1ccc2nc(N3CCN(C)CC3)cc(C)c2c1
  1	x	1	-0.3	19	x	13	3	4
- COc1cccc(C(=O)N(Cc2ccco2)c2c(N)n(Cc3ccccc3)c(=O)[nH]c2=O)c1
  4	7	-12	0.0	-4	0.4	8	4	x
- Cc1cc2cc(CNC(=O)c3ccc(Br)o3)ccc2[nH]1
  4	-13	-6	-0.2	-6	0.4	-1	0	-10
- O=C(N/N=C/c1cc(O)ccc1[N+](=O)[O-])c1ccc2c(c1)OCCO2
  -1	-3	-4	0.0	5	-1.6	-1	5	-1
- Cc1ccc(S(=O)(=O)N2CCCC2CNC(=O)C(=O)NCc2cccs2)cc1 (configuration not stated)
  -7	-1	21	-0.2	3	0.8	-2	4	0
- COc1ccc(OC)c(S(=O)(=O)N2Cc3ccccc3CC2C(=O)O)c1 (configuration not stated)
  3	1	2	0.5	6	-0.2	-1	9	0
- COC1CCN(Cc2c(C(=O)N3CCc4ccccc4C3)nc3ccc(Cl)cn23)CC1
  -2	-3	2	-0.4	-1	0.1	2	1	-3
- CCCCn1c(=O)c2c(nc3n2CCCN3Cc2ccccc2)n(C)c1=O
  -9	34*	8	-0.2	-1	5.8	7	10	-3
- Clc1ccc(CSc2ncn(-c3ccccc3)n2)cc1
  -8	-9	-4	-0.5	11	-2.2	6	0	-2
- Cc1cc(Cl)ccc1NC(=O)CN1C(=O)COc2ccc(S(=O)(=O)N3CCC(C)CC3)cc21
  12	x	-5	0.2	-3	-0.8	9	2	-1
- C=CCn1c(C)cc(C(=O)COC(=O)CNC(=O)c2ccccc2)c1C
  x	8	8	0.2	4	-0.6	5	5	0

# D2 antagonist: what is marked active above.
canonical_smiles	RXFP1 antag	D2 antagonist	D2 potentiator	TRHR agonist	TRHR enhancer	D1 antag	D1 ag	D1 PAM
COc1cccc(C(=O)Nc2cccc(OCC(=O)O)c2)c1	13	34*	4	0.0	-2	-4	2	2
CCCCn1c(=O)c2c(nc3n2CCCN3Cc2ccccc2)n(C)c1=O	-9	34*	8	-0.2	-1	7	10	-3

# (more compounds)
# Order of values – RXFP1 antag	D2 antagonist	D2 potentiator	TRHR agonist	TRHR enhancer	D2 agonist	D1 antag	D1 ag	D1 PAM
- COc1ccc(-c2nc3ccccc3s2)cc1NC(C)=O
  6&-14	-3	8&3	-0.7&-0.8	3&-4	-0.2&0.8	3&1	0&-1	-6&-1
- COc1cccc(/C=N/Nc2ncc(C)c(=O)[nH]2)c1OC
  5	-5	3	2.7	3	0.6	11	-2	4
- CC(=O)c1c(C)nc2nonc2c1N
  x	2	-4	-0.3	-3	-1.2	8	3	1
- CN(C)Cc1c(C(=O)N/N=C/C2CC=CCC2)nnn1-c1nonc1N (configuration not stated)
  -7	-5	-14	0.3	6	0.6	4	3	-3
- COc1cccc(CNC(=O)C2CCN(Cc3cc4ccccc4n3Cc3ccc(C)cc3)CC2)c1
  1	x	1	0.3	-6	0.3	20	4	2
- CC1CCCC(NC(=O)COC(=O)[C@@H]2CC(O)CN2S(=O)(=O)c2ccc3c(c2)OCCO3)C1C (some centres not stated)
  -8	7	13	0.0	-3	4.7	13	2	-1
- COc1ccc(S(=O)(=O)N2CCC(C(=O)N3CCc4ccccc4C3)CC2)cc1OC
  -4	6	15	-0.8	0	0.8	1	-1	-2
- COc1ccc(NC(=O)c2cccnc2Sc2ccccc2)c(OC)c1
  -8	-3	14	-0.7	0	-0.5	-24	3	-9
- O=C(COC(=O)c1cccc(N2C(=O)C3CC=CCC3C2=O)c1)c1ccccc1 (configuration not stated)
  -8	5	8	0.0	0	0.0	-11	9	-2
- C/C(=N\NC(=S)Nc1ccc(F)cc1)c1ccc2c(c1)OCCO2
  x	3	-3	-0.1	2	0.2	-6	1	-2
- COc1cc(C(=O)Oc2cc(N)n(S(=O)(=O)c3ccc(F)cc3)n2)cc(OC)c1OC
  11	1	2	-0.2	-1	1.5	-3	7	7
- Cc1sc2ncn(-n3c(C)ccc3C)c(=O)c2c1C
  0	-3	3	-0.2	0	-0.3	-19	0	-3
- O=C1CS/C(=N/N=C\c2ccn[nH]2)N1
  -1	1	-6	-0.5	0	0.5	-8	1	3
- Cc1cccc(CNC(=O)c2ccc(Cn3c(SCc4cccc(F)c4)nc4cccnc43)cc2)c1
  8	x	-3	1.0	-2	3.1	-26	6	-3
- COc1cccc(-n2cnc3sc(C)c(C)c3c2=O)c1
  x	-1	1	0.3	3	0.6	12	2	-4
- COc1ccc2cc(C(=O)C3CCCN(C(=O)c4csnn4)C3)ccc2c1 (configuration not stated)
  0	19	13	1.7	-16	-1.6	-17	3	-5
- O=C(NCc1ccco1)C(=O)N1CCCC1
  6	4	4	2.8	2	-0.1	6	1	-4
- CCOC(=O)c1cccc(NC(=O)c2cnc3ccccc3n2)c1
  -18	-3	1	-1.3	5	0.3	-1	1	3
- CCN1C(=NCCCOC(C)C)N[C@@H](c2ccccc2)[C@H](C(=O)OC)[C@H]1C
  x	x	x	0.0	1	x	6	1	-3
- CC(O)Cn1nc([N+](=O)[O-])nc1N (configuration not stated)
  8	9	7	0.2	-3	1.1	4	2	0
- CC1(C)OCC(C2CC(c3ccccc3)NS(=O)(=O)O2)O1 (configuration not stated)
  x	-2	5	0.0	19	-0.3	-1	1	-6
- COc1ccc(C(C(=O)NCc2ccccc2)N(C(=O)Cn2nnc3ccccc32)c2cccc(OC)c2)cc1 (configuration not stated)
  1	x	-7	0.5	0	0.5	2	6	-1

# Some of these compounds in order of SMILES length, ascending:
# Order of values – RXFP1 antag	D2 antagonist	D2 potentiator	TRHR agonist	TRHR enhancer	D2 agonist	D1 antag	D1 ag	D1 PAM
- O=C(NCc1ccco1)C(=O)N1CCCC1
  6	4	4	2.8	2	-0.1	6	1	-4
- CC(O)Cn1nc([N+](=O)[O-])nc1N (configuration not stated)
  8	9	7	0.2	-3	1.1	4	2	0
- CCOC(=O)c1cccc(NC(=O)c2cnc3ccccc3n2)c1
  -18	-3	1	-1.3	5	0.3	-1	1	3
